# Compound activity deposited in PubChem by National Center for Advancing Translational Sciences (NCATS).
# DT40 TDP1 no CPT – qHTS for Inhibitors of human tyrosyl-DNA phosphodiesterase 1 (TDP1): qHTS in cells in absence of CPT | DT40 Tdp1-/- hTDP1 cells, no CPT, ATP luminescence, 48 h | Potency, µM (top dose mostly 46.2 µM), for inactives: at the highest dose activity change, negative = growth inhibition, actives largely listed as inhibitors | 420,000 tested, 15% active; also: nearly all actives have a fitted effect of over 55% in size
#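 Chicken DT40 Tdp1-/- cells stably complemented with human TDP1 were seeded at 400 cells/well with DMSO in place of 20 nM camptothecin. After compound pinning, cells grew at least 48 hr at 37 °C; viability read by CellTiter-Glo luminescence.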
# GCN5L2 inh – GCN5L2 (KAT2A) acetyltransferase inhibition | Potency, µM (top dose mostly 58.9 µM), for inactives: at the highest dose activity change, negative = inhibition, hits mostly inhibitors | GCN5L2 HAT assay, ThioGlo1 CoA-SH fluorescence | 390,000 tested, 0.21% active
# Target sequence (Q92830 whole entry, looked up): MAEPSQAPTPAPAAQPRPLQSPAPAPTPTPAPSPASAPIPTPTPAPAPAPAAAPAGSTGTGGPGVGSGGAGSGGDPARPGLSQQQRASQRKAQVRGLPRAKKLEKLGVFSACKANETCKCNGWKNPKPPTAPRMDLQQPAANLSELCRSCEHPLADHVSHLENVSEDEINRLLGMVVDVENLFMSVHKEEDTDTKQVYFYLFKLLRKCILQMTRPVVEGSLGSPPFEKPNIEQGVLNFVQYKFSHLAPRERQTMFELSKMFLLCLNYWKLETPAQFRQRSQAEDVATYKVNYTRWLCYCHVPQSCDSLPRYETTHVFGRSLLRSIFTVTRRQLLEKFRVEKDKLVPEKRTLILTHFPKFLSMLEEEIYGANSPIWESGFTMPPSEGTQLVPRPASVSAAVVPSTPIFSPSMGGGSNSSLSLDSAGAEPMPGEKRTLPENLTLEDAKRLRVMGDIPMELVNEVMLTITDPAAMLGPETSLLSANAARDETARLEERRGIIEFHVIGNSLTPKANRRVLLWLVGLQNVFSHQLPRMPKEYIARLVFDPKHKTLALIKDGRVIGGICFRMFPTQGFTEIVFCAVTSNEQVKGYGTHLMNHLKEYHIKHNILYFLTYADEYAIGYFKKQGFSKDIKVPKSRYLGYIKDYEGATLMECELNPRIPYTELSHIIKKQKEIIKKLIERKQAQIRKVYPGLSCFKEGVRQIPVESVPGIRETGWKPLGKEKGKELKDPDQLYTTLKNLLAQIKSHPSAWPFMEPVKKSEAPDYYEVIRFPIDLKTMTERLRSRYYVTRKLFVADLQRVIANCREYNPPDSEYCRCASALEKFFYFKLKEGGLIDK
#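 Titration-based screen in which CoA formation is detected via maleimide probe ThioGlo1 (50uM) turning fluorescent on thiol reaction; substrates H3(1-25) 75uM and acetyl-CoA 70uM, GCN5L2 20nM, 20 min incubation at room temperature.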
# TDP1 block – blocks human tyrosyl-DNA phosphodiesterase 1. AID 485290. Potency, µM (titrated, usually from 130 µM), without a hit: at the highest dose activity change, negative = inhibition, most hits filed as inhibitors. Q9NUW8. 350,000 tested, 0.28% active. recombinant TDP1, AlphaScreen DNA substrate cleavage; also: nearly all actives have a fitted effect of over 40% in size
#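 AlphaScreen read-out: signal falls as enzyme removes the 3' tyrosine-FITC from a 5'-biotinylated DNA oligo (15 nM, 5 min, RT). Enzyme was E. coli-made recombinant Tdp1 at 1 nM, exposed to compound for 15 min beforehand; beads 10 ug/ml, 10 min.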
# * hit, by the source's call; ? = inconclusive; · = no result given; [ ] = remark or other dose. Calls follow the shape of the dose curve; as a rule, active = well fitted curve in the direction sought with a large enough effect; inconclusive = small, poorly fitted or top-dose-only effect, or another doubt; inactive = no such curve, though single readings can be large; an effect the other way counts as inactive or inconclusive. % is scaled to controls: 0 for no effect and ±100 for the full control effect; potency is read from the fitted curve at half-maximal effect.
# Fields – DT40 TDP1 no CPT | GCN5L2 inh | TDP1 block
O=C(Nc1nnc(CCc2ccccc2)s1)c1ccccc1
→ 1% | -1% | 6%
CCN(CC(=O)N1CCN(C)CC1)S(=O)(=O)c1ccc(Cl)cc1
→ -23% | -3% | 7%
O=C1c2cc(S(=O)(=O)NCCCO)ccc2-c2ccc(S(=O)(=O)NCCCO)cc21
→ -13% | -7% | 3%
O=C(NCCO)c1cc2c([nH]c3ccccc32)c(-c2ccc(F)cc2)n1
→ 16µM* | -4% | ·
O=C(C1CCCN1S(=O)(=O)c1cccc2cccnc12)N1CCN(c2ccccc2)CC1 (stereo unspecified)
→ -12% | -4% | 1%
COc1ccc(-n2[nH]c3c4c(ncc3c2=O)CCCCC4)cc1
→ · | 0% | 10%
COc1cccc(NC(=O)Cn2c(=O)c3c(ncn3Cc3ccccc3)n(Cc3ccccc3)c2=O)c1
→ ? | -11% | 6%
CC(=O)N1N=C(c2ccncc2)OC12CCCCCC2
→ -12% | 4% | 0%
Cc1ccc(CONC(=O)/N=C/N(C)C)cc1
→ -4% | -1% | 0%
CC(=O)N1CCN(S(=O)(=O)c2cccc(C(=O)Nc3ccc(C)cn3)c2)CC1
→ ? | -19% | 3%[56.1 µM]
COc1cc(C2C(Oc3ccccc3C)C(=O)N2Cc2ccc(F)cc2)cc(OC)c1OC (stereo unspecified)
→ ? | 0% | 5%
COc1ccc(S(=O)(=O)N2CCC(c3ccncc3)CC2)cc1OC
→ ? | -19% | 7%
NC(=O)c1ccc[n+](CC(=O)OCCC23CC4CC(CC(C4)C2)C3)c1
→ -25% | -2% | 2%
O=C(CSc1nc(=O)n2ccccc2n1)N1CCCc2ccccc21
→ 1% | -3% | 0%
Cc1cc(Br)c(NC(=O)COn2nnc3ccc(S(C)(=O)=O)cc32)c(Br)c1
→ -29% | -16% | 0%
C/C(=N/NC(=O)CNC(=O)C1COc2ccccc2O1)c1cccc(O)c1 (stereo unspecified)
→ ? | -3% | 8%
Cc1cc(C)cc(NC(=O)CSc2nccn2Cc2ccco2)c1
→ -26% | -1% | 13%
CCOc1ccc(C(=O)Nc2nnc(SCc3cc(=O)c4cc(C)ccc4[nH]3)s2)cc1
→ -29% | -8% | 0%
NC(=O)c1sc2nc3c(cc2c1N)CCCCCC3
→ ? | -2% | -5%
CCc1ccc(OCC(=O)N(Cc2ccc(OC)cc2)C2CCS(=O)(=O)C2)cc1 (stereo unspecified)
→ -23% | 0% | 12%
O=C(NCCOCCOCCNC(=O)c1ccccc1)c1ccccc1
→ 8% | -8% | -2%
CC(/C=C/c1ccco1)=N\NC(=O)c1cccnc1
→ -3% | -7%[0.501 µM] | ·
COc1ccc(S(=O)(=O)N2CCC(C(=O)N[C@H](C(=O)NCc3ccncc3)C(C)C)CC2)cc1
→ 22% | -2% | 3%
O=c1[nH]cnc2sc3c(c12)CN(Cc1ccccc1)CC3
→ ? | 3% | ·
CCc1c(O)nc(SCC(=O)N(CC)CC)[nH]c1=O
→ 1% | -3% | -3%
O=C(COC(=O)CCc1ccccc1)NNC(=O)c1ccccc1
→ -11% | -3% | -3%
COc1ccc(N2CC(C(=O)NCCc3c[nH]c4ccccc34)CC2=O)cc1 (stereo unspecified)
→ ? | 5% | 9%
C[C@H](NC(=O)[C@H](Cc1ccccc1)n1c(=O)[nH]c2ccccc2c1=O)C(=O)N1CCC(C(=O)O)CC1
→ -4% | -6% | ·
CCOC(=O)c1cc(-c2ccc3c(c2)OCO3)nc2onc(C)c12
→ -23% | -6% | 2%
Cc1ccccc1COc1ccc(/C=C(\C#N)C(N)=O)cc1
→ -24% | -14% | -3%
CC(N=C1NS(=O)(=O)c2ccccc21)c1ccccc1 (stereo unspecified)
→ ? | -1% | 8%
O=C(N/N=C/c1ccco1)C1(O)c2ccccc2-c2ccccc21
→ -15% | -11% | -2%
COc1ccccc1NC(=S)N1CCCC1
→ ? | -1% | -2%
COc1ccc(/C=N/NC(=O)c2cccc(NC(=O)c3ccccc3Cl)c2)cc1OC
→ ? | -7% | 1%
CCOc1ccc(C(=O)CSc2nc3cc(C(=O)NC4CCCC4)ccc3c(=O)n2CC2CCCO2)cc1 (stereo unspecified)
→ 1% | -2% | 0%
O=C1c2ccccc2NC(c2cccc(O)c2)N1NS(=O)(=O)c1ccccc1 (stereo unspecified)
→ -32% | -1% | 1%
CCC1CCC(N2CCN(c3cccc(OC)c3)CC2)CC1 (stereo unspecified)
→ 3% | 3% | ·
Cc1cc(C)c(NC(=O)C(C)Sc2nc3ccc(N4C(=O)c5ccccc5C4=O)cc3s2)c(C)c1 (stereo unspecified)
→ 35µM* | 3% | -3%
COC(=O)c1c(NC(=O)COC(=O)CCNS(=O)(=O)c2ccccc2)sc(C)c1C
→ 7% | -7% | 3%
Cn1c(N)c(C(=O)COC(=O)COc2ccc(C#N)cc2)c(=O)n(C)c1=O
→ -7% | -4% | -3%
CCOC(=O)c1ccc(CC(=O)c2oc3cc(O)ccc3c2C)o1
→ -20% | -9% | 11%
CC(=O)N1CCN(c2ccccc2NC(=O)c2cc3ccccc3o2)CC1
→ ? | -17% | 3%
CC(C)CC[C@@H](O)[C@](C)(O)C1CC[C@@]2(O)C3=CC(=O)[C@@H]4C[C@@H](O)[C@@H](O)C[C@]4(C)C3CC[C@]12C (stereo partly specified)
→ -11% | -2% | -12%
COc1ccccc1NC(=O)c1ccc(-c2nn(C)c(=O)c3ccccc23)cc1
→ 21µM* | -4% | 6%
CCOCCCNC(=O)C1CCC(CNS(=O)(=O)c2ccc(NC(C)=O)cc2)CC1 (stereo unspecified)
→ -11% | 1% | -2%
COc1ccc(-c2cc(C(F)(F)F)c(C#N)c(SCC(=O)Nc3cccc(C)c3)n2)cc1
→ -14% | -4% | 1%
COC(=O)c1ccccc1NC(=O)c1cc2ccccn2n1
→ -3% | 2% | ·
CC(C)NC(=O)/C(C#N)=C/c1ccc2c(c1)OCCO2
→ ? | -5% | 1%
CC1(C)Cc2c(c(-c3ccccc3)[nH]c(=O)c2C#N)CO1
→ -24% | -8% | 0%
CCN(CC)C(=N)/C(C#N)=N/Nc1ccc(C)cc1
→ -29% | -14% | 1%

# Twelve entries already listed, ordered by SMILES length, low to high.
# Fields – DT40 TDP1 no CPT | GCN5L2 inh | TDP1 block
COC(=O)c1ccccc1NC(=O)c1cc2ccccn2n1
→ -3% | 2% | ·
CC(C)NC(=O)/C(C#N)=C/c1ccc2c(c1)OCCO2
→ ? | -5% | 1%
CCOC(=O)c1ccc(CC(=O)c2oc3cc(O)ccc3c2C)o1
→ -20% | -9% | 11%
CC1(C)Cc2c(c(-c3ccccc3)[nH]c(=O)c2C#N)CO1
→ -24% | -8% | 0%
CC(=O)N1CCN(c2ccccc2NC(=O)c2cc3ccccc3o2)CC1
→ ? | -17% | 3%
O=C1c2ccccc2NC(c2cccc(O)c2)N1NS(=O)(=O)c1ccccc1 (stereo unspecified)
→ -32% | -1% | 1%
COc1ccccc1NC(=O)c1ccc(-c2nn(C)c(=O)c3ccccc23)cc1
→ 21µM* | -4% | 6%
CCOCCCNC(=O)C1CCC(CNS(=O)(=O)c2ccc(NC(C)=O)cc2)CC1 (stereo unspecified)
→ -11% | 1% | -2%
COC(=O)c1c(NC(=O)COC(=O)CCNS(=O)(=O)c2ccccc2)sc(C)c1C
→ 7% | -7% | 3%
COc1ccc(-c2cc(C(F)(F)F)c(C#N)c(SCC(=O)Nc3cccc(C)c3)n2)cc1
→ -14% | -4% | 1%
Cc1cc(C)c(NC(=O)C(C)Sc2nc3ccc(N4C(=O)c5ccccc5C4=O)cc3s2)c(C)c1 (stereo unspecified)
→ 35µM* | 3% | -3%
CC(C)CC[C@@H](O)[C@](C)(O)C1CC[C@@]2(O)C3=CC(=O)[C@@H]4C[C@@H](O)[C@@H](O)C[C@]4(C)C3CC[C@]12C (stereo partly specified)
→ -11% | -2% | -12%

# (further entries)
# Fields – DT40 TDP1 no CPT | GCN5L2 inh | TDP1 block
CCN1CCc2c(C#N)c(NCc3ccccc3)nc(N(CC)CC)c2C1
→ 18µM* | -11% | 6%
COc1ccc(S(=O)(=O)c2cn(C)c3cc(N4CCCCC4)c(F)cc3c2=O)cc1
→ ? | -2% | 5%
CNC(=S)N/N=C/c1ccc2c(c1)OCCO2
→ -3% | -6% | 5%
C/C(=N/NC(=O)CSc1nc2ccccc2n1C)c1ccco1
→ -11% | ? | 4%
COc1cc(NC(=O)C(C)C)ccc1NC(=O)c1ccco1
→ 0% | -7% | 5%
O=C(Nc1nnc(SCc2cccc3ccccc23)s1)C1COc2ccccc2O1 (stereo unspecified)
→ -11% | -7% | 2%
C=C(C)CNC(=S)Nc1cccc2cnccc12
→ ? | -7% | 5%
CCN1CCN(Cc2ccc(NC(=O)c3ccc(C)c(NC(=O)c4nccn4C)c3)cc2C(F)(F)F)CC1
→ -29% | 3% | 1%
CCc1cccc(NC(=O)CCc2nc3cccnc3n2Cc2ccc(OC)cc2)c1
→ ? | -1% | 5%
CCOc1ccc(NC(=O)COc2ccc(C(=O)NCC3CCCO3)cc2OC)cc1 (stereo unspecified)
→ -13% | -5% | 1%
Cc1cn2c(-c3ccc(Cl)cc3)nnc2s1
→ -28% | -11% | 7%
CCOC(=O)Cn1nc(-c2ccccc2)nc1-c1ccccc1
→ -29% | 2% | -2%
Cc1ccc(OCc2nnc(SC(C)C(=O)O)n2-c2ccccc2)cc1 (stereo unspecified)
→ -12% | 0% | ·
O=C(CNC(=O)c1ccco1)N/N=C/c1cccs1
→ 3% | -1% | -5%
O=C(COc1ccc2ccccc2c1)NNC(=O)Cc1ccccc1
→ -3% | -8% | -11%
CCCC(c1nnnn1CC1CCCO1)N1CCN(c2ccccc2)CC1 (stereo unspecified)
→ 4% | -12% | 8%
O=C(Cn1cnc2c(nnn2-c2cccc(F)c2)c1=O)Nc1ccc2c(c1)OCCO2
→ -19% | 0% | 1%
Cc1occc1-c1nc(-c2ccncc2)no1
→ 4% | -4% | 5%
CN(C)c1cc[n+](CC(=O)c2ccc(OC(F)F)cc2)cc1
→ 8.2µM* | 21% | -1%
CCCCOc1ccc(C(C)NC(=O)CCS(=O)(=O)Cc2ccccc2Cl)cc1 (stereo unspecified)
→ -21% | 47%[activator] | 0%
Cc1ccc(-n2ncc(C(=O)NCc3ccccn3)c2C2CCN(C(=O)OC(C)(C)C)CC2)c(C)c1
→ 21µM* | -8% | 7%
Cc1csc(=Nc2ccccc2)n1CCO
→ 7% | 28% | 3%
CCCCNC(=O)[C@H](Cc1c[nH]c2ccccc12)NC(=O)c1ccccc1Cl
→ -12% | -2% | 7%
Cc1ccc(CNC(=O)Cn2ccc3cc(S(=O)(=O)N4CCCC4)ccc32)o1
→ 5% | -2% | 4%
CCOC(=O)N1CCC(NC(=O)c2cnn3c2NC(c2ccco2)CC3C(F)(F)F)CC1 (stereo unspecified)
→ ? | · | -3%
COc1ccc(NC(=O)CN(C)C(=O)CCNC(=O)c2ccccc2OC)cc1
→ -6% | -3% | ·
CCC(C)(C)n1nnnc1C(c1cc(OC)ccc1OC)N1CCC(C(N)=O)CC1 (stereo unspecified)
→ -1% | -3% | 2%
Cc1ccc(NS(=O)(=O)c2cccc(C(=O)NCCc3c[nH]c4ccccc34)c2)c(C)c1
→ ? | -20% | -5%
COC(=O)c1c(CCl)noc1C(=O)NC(C)C
→ ? | -3% | -3%
COc1ccc(Cl)cc1NC(=O)Cc1ccc(NC(=O)N2CCCCc3ccccc32)cc1
→ 21µM* | 24% | 2%
CCOc1ccc(-n2c(=O)c3sccc3n(Cc3cccc([N+](=O)[O-])c3)c2=O)cc1
→ ? | -4% | 0%
CC(=O)Nc1c(C)nn(-c2ccccc2)c1N1CCC(C(=O)NCc2ccc(Cl)cc2)CC1
→ -8% | 15% | 3%
CN(c1ccccc1)S(=O)(=O)c1cccc(NC(=O)c2ccc(=O)[nH]c2)c1
→ ? | -8% | 0%[56.1 µM]
Cc1ccc(OCC(=O)Nc2cccc(-c3nc4ccccc4s3)c2)cc1
→ ? | -19% | 3%
O=C(CCNS(=O)(=O)c1cccs1)NC1CCN(Cc2ccccc2)CC1
→ -2% | -7% | 5%
CCOC(=O)c1c(N)sc(C(O)(C(F)(F)F)C(F)(F)F)c1-c1ccccc1
→ ? | -3% | 8%
COc1ccc(C(=O)N/N=C(\C)Cn2nc([N+](=O)[O-])cc2C)cc1
→ 3% | 21% | -1%
CSc1ccccc1C(=O)N1CCC(CCC(=O)NCc2ccc(F)cc2)CC1
→ -28% | -19% | 2%
O=C(Nc1ccccc1Cc1ccccc1)c1oc2ccccc2c1COc1ccccc1
→ ? | -1% | -2%

# Only part of the results is shown; rates above refer to the full screens.
